APJ antag: APJ receptor antagonism; inhibition, % at 20 µM; P35414; AID 2521; CHO-K1 APJ beta-arrestin complementation, luminescence; hit rate 0.32% among 330,000;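 active = inhibition above about 40% at 20 µM, limit read from the data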;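 also: cells challenged with 10 nM apelin-13 agonist together with compound; plate controls were apelin-13 plus DMSO wells for no effect and DMSO wells lacking apelin-13 for full effect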
UPR XBP1 act: activators of adaptive arm of unfolded protein response (XBP1); hit rate 0.33% among 330,000; activation, % at 20 µM; CHO-XBP1 luciferase reporter, IRE1-XBP1 UPR activation, luminescence; percent of tunicamycin response, DMSO as zero;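 active = versus positive control, 20 µM dose yields 30% or more activation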;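 also: 100% = tunicamycin at 10 µg/mL and 0% = DMSO only wells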
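Test system: CHO-XBP1 luciferase reporter cells | Buffer or medium: Serum-containing F12 medium, 10% FBS | Schedule: 6 h compound exposure at 37 °C, 5% CO2 | Detection: Steady-Glo luciferase glow luminescence, 10 min after reagent addition | Read-out basis: Activation, % of tunicamycin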
CXCR6 inh: blocks human CXCR6 beta-arrestin recruitment; CHO-K1 PathHunter CXCR6 beta-arrestin, luminescence; inhibition, % at 20 µM; hit rate 0.36% among 360,000; AID 602244; in the data active = inhibition above about 34%, passing the limit was not always enough;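 also: antagonist mode with CXCL16 agonist at 10 nM final; 0% = 10 nM CXCL16 with DMSO and 100% = unstimulated wells without agonist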
Mdm2-MdmX inh: disrupts the human Mdm2-MdmX interaction | inhibition, % at 8 µM | AID 485346 | hit rate 3% among 330,000 | SaOS-2 split-luciferase Mdm2/MdmX complementation, luminescence | O15151+Q00987;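 active = inhibition of at least 50% at 8 µM in the primary screen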
Target sequence (O15151 whole entry, looked up): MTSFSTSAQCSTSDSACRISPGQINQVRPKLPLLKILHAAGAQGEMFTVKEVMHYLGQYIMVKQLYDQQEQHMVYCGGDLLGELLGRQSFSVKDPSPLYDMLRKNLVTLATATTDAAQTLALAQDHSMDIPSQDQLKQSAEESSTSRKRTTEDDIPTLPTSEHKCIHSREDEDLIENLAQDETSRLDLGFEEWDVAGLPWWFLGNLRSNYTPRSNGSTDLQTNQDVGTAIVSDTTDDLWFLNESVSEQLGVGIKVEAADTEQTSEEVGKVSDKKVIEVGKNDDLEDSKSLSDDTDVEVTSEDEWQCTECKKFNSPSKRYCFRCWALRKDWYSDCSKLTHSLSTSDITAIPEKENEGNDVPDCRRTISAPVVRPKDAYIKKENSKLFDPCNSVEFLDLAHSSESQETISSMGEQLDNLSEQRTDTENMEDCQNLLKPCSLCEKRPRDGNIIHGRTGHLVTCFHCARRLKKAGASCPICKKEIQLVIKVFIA
Target sequence (Q00987 whole entry, looked up): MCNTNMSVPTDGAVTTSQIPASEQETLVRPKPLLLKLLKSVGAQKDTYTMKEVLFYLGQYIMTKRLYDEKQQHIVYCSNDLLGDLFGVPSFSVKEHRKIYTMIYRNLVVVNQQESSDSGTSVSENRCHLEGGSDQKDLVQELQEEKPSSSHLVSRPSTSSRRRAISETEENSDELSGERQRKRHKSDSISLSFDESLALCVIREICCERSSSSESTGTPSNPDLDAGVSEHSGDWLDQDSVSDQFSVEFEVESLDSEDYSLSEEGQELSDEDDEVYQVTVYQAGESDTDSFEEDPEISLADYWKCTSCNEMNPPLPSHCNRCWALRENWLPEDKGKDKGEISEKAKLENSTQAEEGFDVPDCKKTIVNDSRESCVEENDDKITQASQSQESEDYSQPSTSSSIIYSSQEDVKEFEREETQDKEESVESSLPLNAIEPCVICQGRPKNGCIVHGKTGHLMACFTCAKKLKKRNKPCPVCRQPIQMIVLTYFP
tim23-1 inh: inhibits growth of tim23-1 mutant yeast; S. cerevisiae tim23-1 growth, BacTiter-Glo luminescence, 24 h; inhibition, % at 20 µM; hit rate 1.3% among 330,000;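 active = growth inhibition of the mutant yeast at or above 50%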;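 also: temperature-sensitive mutant grown at 25 °C; plate controls were DMSO-treated mutant yeast for no effect and medium wells lacking yeast for full effect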
CCR6 antagonist: blocks CCL20-driven beta-arrestin recruitment at human CCR6 | hit rate 0.49% among 340,000 | P51684 | inhibition, % at 20 µM | CHO-K1 CCR6 PathHunter beta-arrestin, luminescence, CCL20-stimulated;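 active = compounds whose inhibition of the agonist-driven luminescence signal at 20 µM reaches about 50%, limit read from the data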;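 also: cells stimulated with CCL20 at 14 nM final; plate controls were DMSO with CCL20 for no effect and DMSO without agonist for full effect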
EBI2 antag: antagonists of human EBI2 receptor. hit rate 0.81% among 360,000. inhibition, % at 5 µM. AID 651636. P32249. EBI2 beta-arrestin recruitment, luminescence, 7a,25-OHC stimulated; in the data active = inhibition above about 38%;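 also: enzyme fragment complementation signal reports receptor beta-arrestin coupling in cells; 0% = agonist plus DMSO wells and 100% = wells without agonist; some results beyond the cut were filed as inactive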
APJ agonist: APJ receptor agonism; AID 2520; P35414; activation, % at 20 µM; hit rate 0.11% among 330,000; CHO-K1 APJ PathHunter beta-arrestin, luminescence; 0% DMSO wells, 100% apelin;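 active = activation more than six SD over the plate average, tested at 20 µM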;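 also: 0% = DMSO alone and 100% = apelin-13 at 10 nM; some results filed as inactive read as strong as hits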
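Assay system: CHO-K1 cells stably expressing ProLink-tagged human APJ and arrestin–beta-gal acceptor. Compound dosing: 20 µM single point, 1% DMSO. Times: 16-18 h seeding, 90 min dark compound exposure, 60 min detection. Detection: beta-gal luminescence. Evaluation: APJ–arrestin association signal. Controls: negative DMSO alone, positive Apelin-13 at 10 nM.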
CHOP UPR activ: apoptotic UPR (CHOP) activation | CHO-CHOP luciferase reporter, luminescence; percent of tunicamycin response over DMSO baseline | activation, % at 10 µM | hit rate 0.34% among 330,000 | AID 449763;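 active = at 10 µM dose, activation of 40% or more, normalized to positive control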;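 also: 100% = tunicamycin at 10 µg/mL and 0% = DMSO alone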
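Test system: CHO-CHOP cells, stable luciferase reporter of PERK-eIF2a-CHOP signalling | Quantity: 500 CHO-CHOP cells per well | Buffer or medium: F12 plus 10% serum | Compound dosing: 10 µM single point, 0.5% DMSO | Schedule: 6 h compound treatment, 37 °C | Signal: Luciferase luminescence | Control set: Tunicamycin high control, DMSO low control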
* marks the source's active call; other numbers are inactive results; x = no result given. Only part of the results is shown; count on the stated rates, not on these rows.

SMILES	APJ antag	UPR XBP1 act	CXCR6 inh	Mdm2-MdmX inh	tim23-1 inh	CCR6 antagonist	EBI2 antag	APJ agonist	CHOP UPR activ
CC(=O)Oc1ccc(/C=C/c2nc3ccccc3c(=O)o2)cc1	14	-6	6	20	23	15	16	0	-1.6
CCn1c2ccccc2c2cc(NC(=O)CSc3nnc(-c4ccccc4OC)n3N)ccc21	-12	0	-9	-9	14	20	15	2	1.9
CCc1cccc(CC)c1NC(=O)NC1CCCCC1	-2	-2	-8	-5	-6	6	-13	-1	2.5
O=C(Cn1c(=O)n(Cc2ccccc2)c(=O)c2cc(Cl)ccc21)NCC1CCCO1 (configuration not stated)	19	2	10	2	3	18	27	-4	0.0
Cc1ccc(OCCCCNC2CCCCC2)c(C)c1	-1	3	-1	19	-14	5	-6	-3	1.5
CCN(Cc1cccc(F)c1)C(=O)c1ccc2ccccc2n1	14	4	7	-17	9	10	3	-3	4.8
Cc1ccccc1-n1c(SCC(=O)c2c(N)n(C3CC3)c(=O)[nH]c2=O)nnc1N1CCOCC1	5	-1	3	24	9	9	-15	-2	-1.4
Cc1c(C(=O)N2CC(C)OC(C)C2)sc2nc(-c3ccc(F)cc3)cn12 (configuration not stated)	0	-1	6	18	12	-10	-5	-3	-0.5
COCCNc1ccc(S(=O)(=O)N2CCCC2)cc1[N+](=O)[O-]	3	-2	1	2	17	13	4	-2	0.4
Cc1ccc(S(=O)(=O)CCC(=O)OCC(=O)NCCc2ccc(F)cc2)cc1	15	-2	-1	21	10	-3	-1	10	1.3
Cc1[nH]c(-c2ccc(F)cc2)cc1C(=O)N1CCN(c2ccc(Cl)cc2)CC1	0	-5	-16	43	73*	-4	73*	1	0.7
C[C@@H]1CN([C@H](C)CO)C(=O)Cc2cc(NC(=O)Cn3cnnn3)ccc2O[C@@H]1CN(C)Cc1ccc(Cl)c(Cl)c1	7	1	5	-26	15	16	10	1	0.5
O=C(C[C@H]1C(=O)N(Cc2ccccc2)C[C@@H]1Cc1ccccc1)Nc1ccccc1	6	-3	5	2	32	20	6	-1	-1.2
N#Cc1ccc(OCC(=O)N2CCCC2=O)cc1	0	1	-17	20	0	4	-3	-1	-0.7
CCC(CO)Nc1nc2ccc(Cl)cc2c2ccccc12 (configuration not stated)	-3	-5	-4	46	29	-14	-12	0	-2.4
CCC(=O)OCCn1c(Br)nc2c1c(=O)[nH]c(=O)n2C	-14	-2	-3	-10	5	-3	4	0	2.1
COc1ccc(-n2c(SCC(=O)Nc3sc4c(c3C#N)CCCC4)nnc2-c2ccc(O)cc2)cc1	7	-1	4	34	-2	-12	1	-4	-0.4
CCOC(=O)c1cn(CC)c2cc(N3CCCCC3)c(F)cc2c1=O	9	2	-11	-4	4	16	-18	-2	1.2
CC1CN(C(=O)Nc2ccc(F)cc2F)CC(C)O1 (configuration not stated)	9	0	6	12	4	8	-10	-7	0.2
COc1ccc(C(=O)Nc2ccc(N3CCCCCC3)cc2)cc1S(=O)(=O)N1CCOCC1	-7	-1	2	7	6	16	1	-1	2.7
CC(=O)Oc1ccc(N2C(=O)C3C4C=CC(C5CC45)C3C2=O)cc1[N+](=O)[O-] (configuration not stated)	-5	-4	6	6	10	7	9	0	0.2
CC(=O)c1cccc(NC(=O)CCNC(=O)c2ccccc2Cl)c1	11	-4	-33	23	4	6	5	-5	-2.0
O=[N+]([O-])c1cn(-c2nc(-c3ccco3)cc(C(F)(F)F)n2)cn1	9	2	2	24	12	2	1	0	0.1
Cc1ccc(OCCSc2ncnc3sc(C)c(C)c23)cc1C	-9	-1	4	24	9	6	6	-2	0.1
COc1ccc(CNc2nc(S(=O)(=O)c3ccccc3)c(Cl)s2)cc1OC	0	-1	7	-8	12	23	-7	-1	0.6
O=C(CNC1=NCCC1)c1ccc2c(c1)OCCO2	12	0	5	-8	2	0	-5	2	-0.3
Cc1cccc(-c2noc(Cc3ccc(Cl)cc3)n2)c1	-7	1	-6	9	3	26	3	-2	3.6
Cc1cn(C(=O)C(C)N2C(=O)c3ccccc3C2=O)c(C)n1 (configuration not stated)	-13	-6	-1	18	16	1	-1	-5	0.0
CCCCn1c(N)c(N(CCOC)C(=O)c2ccc(S(=O)(=O)N3CCC(C)CC3)cc2)c(=O)[nH]c1=O	-6	-2	3	4	-16	-4	7	-4	2.2
CC1CCCCC1NC(=O)NC(=O)COC(=O)C1=NN(c2ccccc2)C(=O)CC1 (configuration not stated)	-9	1	-2	2	10	-6	-1	-4	-0.6
CCOC(=O)c1c(C)[nH]c(C)c1S(=O)(=O)NCc1ccc(OCC)cc1	4	-4	-2	-1	16	18	10	-9	1.0
CCC(=O)Nc1ccc(NC(=O)c2cc3ccccc3o2)c(OC)c1	7	0	-4	-44	11	-1	-5	2	6.1
Cc1cc(C)cc(NC(=O)N2CCCCCCC2)c1	7	0	0	7	28	0	-13	-2	1.1
COc1cccc(NC(=S)NC(=O)c2cncc(Br)c2)c1	20	7	35	3	45	43	2	-3	3.0
C/C(CC(=O)Nc1ccc(Cl)c(C(F)(F)F)c1)=N\NC(N)=S	12	-4	0	16	9	10	4	2	-3.1
O=C(NCCc1c[nH]c2ccccc12)/C(=C/c1ccco1)NC(=O)c1ccco1	4	-2	-9	-28	10	0	-1	0	0.8
NC1=NC(=O)CC(C(=O)NCc2ccccc2)S1 (configuration not stated)	-17	-1	-2	1	4	-4	-6	1	0.2
O=C(Nc1ccccc1)C1=C[C@H](c2coc3ccccc3c2=O)C[C@H](OCCCCO)O1	-27	3	-4	28	20	-8	7	-4	0.9
O=C(c1cc(Cl)nc2ccccc12)N1CCN(Cc2ccc3c(c2)OCO3)CC1	6	-3	-3	16	5	5	7	-5	1.0
COc1ccc(O)c(CNc2ccccc2F)c1	-6	5	2	14	16	3	-5	-3	-1.1
COc1ccc(Oc2cc(C)nc(Cl)n2)nn1	-9	-2	2	8	5	5	-24	-3	0.1
Cc1ccccc1N1CCN(C2CCCN(C(=O)c3cc(CC(C)C)nn3C)C2)CC1 (configuration not stated)	2	-1	1	4	16	-1	-1	-2	0.4
Cc1ccc(NC(=O)C2C3C=CC4(O3)C2C(=O)N(CCCN2CCCC2)C4C(=O)NC2CCCCC2)cc1Cl (configuration not stated)	6	-2	2	1	8	-3	5	-4	2.1
CSCC[C@H](NC(=O)[C@@H]1Cc2ccccc2CN1)C(=O)NC1CCCC1	6	-3	5	21	-16	2	2	-1	1.5
CCC(Cc1ccccc1)NC(=O)c1cc(S(=O)(=O)N2CCCCC2)c[nH]1 (configuration not stated)	-11	7	11	-6	11	0	-1	-2	1.8
CCCCN(C)C(=O)c1cn(C)c2ccc(S(=O)(=O)N(C)C)cc2c1=O	10	2	2	-15	20	-6	-4	-3	-1.1
Cn1ncc(Br)c1NC(=O)Nc1ccccc1	-18	4	-10	-6	12	-11	4	0	-0.6
O=C(c1cccc(S(=O)(=O)N2CCN(c3ccccc3)CC2)c1)N1CCN(c2ccccc2O)CC1	-7	-6	-2	30	2	0	5	2	6.3

Arranged by number of heavy atoms (high to low): part of the list above
SMILES	APJ antag	UPR XBP1 act	CXCR6 inh	Mdm2-MdmX inh	tim23-1 inh	CCR6 antagonist	EBI2 antag	APJ agonist	CHOP UPR activ
CCC(Cc1ccccc1)NC(=O)c1cc(S(=O)(=O)N2CCCCC2)c[nH]1 (configuration not stated)	-11	7	11	-6	11	0	-1	-2	1.8
CCCCN(C)C(=O)c1cn(C)c2ccc(S(=O)(=O)N(C)C)cc2c1=O	10	2	2	-15	20	-6	-4	-3	-1.1
COc1ccc(O)c(CNc2ccccc2F)c1	-6	5	2	14	16	3	-5	-3	-1.1

More structures follow:
SMILES	APJ antag	UPR XBP1 act	CXCR6 inh	Mdm2-MdmX inh	tim23-1 inh	CCR6 antagonist	EBI2 antag	APJ agonist	CHOP UPR activ
COC(=O)[C@]1(Cc2ccccc2)N[C@H](CN(C)S(=O)(=O)c2ccc(-c3ccccc3)cc2)[C@@H]2C(=O)N(Cc3ccccc3)C(=O)[C@@H]21	4	2	3	33	6	8	6	0	-0.8
COc1ccccc1-c1cc(C(F)(F)F)nc(N2CCOCC2)n1	-9	-3	-22	21	22	7	4	-3	-0.3
O=C(NC(=S)Nc1ccccc1)c1cc(-c2ccccc2)nc2ccccc12	35	-3	29	20	21	55*	5	-6	-0.7
O=C(NCc1ccccc1)C1(CC2CC(c3ccccc3)=NO2)CCNCC1 (configuration not stated)	7	-3	4	41	-6	15	2	-3	0.7
CCOC(=O)C[C@H]1c2cc(F)ccc2S(=O)(=O)N1C(C)(C)C	13	-4	-15	15	24	10	-1	-5	-1.2
Cc1nnc(SCC(=O)Nc2cccc(C(F)(F)F)c2)[nH]c1=O	-16	-3	-5	9	9	37	2	6	-3.8
O=C(NCc1ccccn1)c1cccc([N+](=O)[O-])c1	1	-1	2	-8	-20	-4	-22	-2	-0.6
Cc1ccc(C)c(NC(=S)NCc2ccc3[nH]c4c(c3c2)CCCC4)c1	15	1	3	64*	43	6	29	-5	-0.4
CCOC(=O)c1cc(-c2ccccc2)nn1Cc1cc(C)no1	2	1	12	-38	2	15	-1	6	6.8
CCOC(=O)CCc1c(C)c2ccc(OCC)c(C)c2oc1=O	8	-1	x	-1	17	7	x	-3	2.6
Cc1ccc2c(c1)N(CC(=O)NCCCN1CCCCC1)C(=O)CO2	3	-5	1	-18	18	-3	-6	1	0.1
CCOC(=O)NC(=O)CSc1ccc(S(=O)(=O)N(C)C2CCCCC2)cn1	-8	-1	-8	14	24	6	7	0	0.0
Cc1nc(N2CCN(c3ccccn3)CC2)c2c(C)c(C(=O)Nc3ccc(Cl)cc3)sc2n1	-1	-6	6	43	25	12	22	3	1.9
Clc1ccc(-c2csc(-c3cccnc3)n2)s1	-29	6	-4	-41	34	4	9	3	4.6
CNC(=O)Nc1ccccc1F	16	-3	-1	0	10	3	-10	1	1.8
O=C(N/N=C/c1ccccn1)c1cc(C2CC2)nc2ccccc12	12	5	33	-8	4	39	-24	-6	-1.7
NC(=S)NNc1cc(Cl)cc(Cl)c1	-16	0	-4	-10	58*	18	-5	9	0.7
Cc1ccccc1SCC(=O)OCC(=O)N1CC(=O)Nc2ccccc21	4	0	-6	-5	13	10	7	0	0.6
CC(C)(C)C(=O)NC(=C(Cl)Cl)P(=O)(O)O	3	0	-4	-7	6	-10	-7	-3	-1.9
O=C(CCCn1c(=S)[nH]c2ccsc2c1=O)NCc1ccco1	11	-3	-7	17	16	11	-1	0	-1.3
CCn1cnc2c(oc3ccccc32)c1=O	-14	0	7	13	2	-1	0	-4	2.1
Cc1ccc(/C(O)=C2/C(=O)C(=O)N(CC(=O)O)C2c2ccc([N+](=O)[O-])cc2)cc1 (configuration not stated)	-14	-3	-3	-8	5	3	6	1	-1.1
COc1ccc(N(CC(=O)N/N=C/c2cccnc2)S(=O)(=O)c2ccccc2)c(OC)c1	2	0	-1	4	3	0	7	-4	1.4
